Dynein transport = blocks dynein driven cargo transport along microtubules; z-score, hits read low; actives 0.47% (n = 220,000); AID 1381; 3617.4 mouse cells, GR-EGFP nuclear translocation imaging; test concentration mostly 20 µM; stimulated with dexamethasone, 1 µM; active compounds read low;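 active = plate z-score of nuclear minus cytoplasmic receptor signal below a set negative limit, without overly bright fluorescence or cell loss, cut at about -3.5 in these data, passing the limit was not always enough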;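 note: z-score of nuclear minus cytoplasmic ring GR-EGFP intensity difference per well; some compounds called inactive have numbers as strong as hits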
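Buffer or medium: Induction medium lacking tetracycline, stripped serum | Also added: Dexamethasone agonist, 1.0 µM final, for 30 min | Timing: 48 h induction, 1 h compound, 30 min dex at 37 °C | Detection: Formaldehyde fixation, Hoechst nuclear stain, 10x automated fluorescence imaging | Measure: Nuclear versus cytoplasmic GR-EGFP signal, averaged per well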
HEK293 NOD2/NF-kB = inhibition of NOD2-driven NF-kB reporter – cell-based, luminescence, uHTS, HEK293 (AID 1566) | HEK293 NOD2/NF-kB luciferase reporter, luminescence; higher % means a stronger effect | inhibition, % at 4 µM; hits with a dose series show EC50 in µM | actives 0.63% (n = 290,000); note: many of its hits are not listed in these tables
KOR beta-arrestin-1 = kappa opioid receptor activators – cell-based, luminescence, uHTS, primary screen (AID 1777); KOR beta-arrestin recruitment, luminescence; higher % means a stronger effect; one-dose activation, % at 10 µM; EC50 in µM for titrated hits; actives 0.02% (n = 280,000); in the data active = activation above about 50%, passing the limit was not always enough; note: a part of the inactive calls stands beside numbers as strong as those of hits
P. falciparum M17LAP = P. falciparum M17LAP inhibitors, primary screen, biochemical, fluorogenic H-Leu-NHMec substrate, 1536-well (AID 1619); actives 0.38% (n = 220,000); recombinant M17LAP, H-Leu-NHMec fluorogenic kinetic assay; higher % means a stronger effect; inhibition, % at 30 µM; hits with a dose series show IC50 in µM;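 active = compound inhibiting the enzyme by more than half at any dose during confirmatory dose-response retesting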;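 note: plate controls were full reaction with DMSO carrier for no effect and no enzyme background for full effect; strong numbers were not always called active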
GPR55 activation = GPR55 agonists via beta-arrestin recruitment, primary screen, imaging, U2OS cells, beta-arrestin-GFP redistribution (AID 1961); U2OS GPR55 beta-arrestin-GFP redistribution imaging; higher % means a stronger effect; activation, % at 10 µM; hits with a dose series show EC50 in µM; actives 0.048% (n = 290,000);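 active = activation above 40% with more than 50 cells counted in the well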;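 note: U2OS osteosarcoma cells stably expressing GPR55 and beta-arrestin-GFP; plate controls were DMSO negative control for no effect and LPI positive control for full effect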
P. falciparum M1AAP = P. falciparum M1AAP inhibitors, biochemical, fluorogenic H-Leu-NHMec substrate, 1536-well (AID 1445); recombinant M1AAP, H-Leu-NHMec fluorogenic kinetic assay; higher % means a stronger effect; one-dose inhibition, % at 30 µM; IC50 in µM for titrated hits; actives 0.42% (n = 220,000);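 active = primary inhibition above the hit cutoff, then over 50% inhibition at one or more dose response concentrations, cut at about 23% in these data, passing the limit was not always enough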;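 note: plate controls were DMSO full reaction for no effect and no enzyme background for full effect; strong numbers were not always called active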
NOD1 NF-kB reporter = NOD1 signaling inhibitors, primary screen, cell-based, luminescence, uHTS (AID 1578); actives 1% (n = 290,000); inhibition, % at 4 µM; hits with a dose series show EC50 in µM; NOD1-driven NF-kB luciferase reporter cells, luminescence; higher % means a stronger effect; in the data active = inhibition mostly above about 36%, no sharp cut-off; inactive = mostly below about 34%;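 note: HEK-293T reporter cells stimulated with the NOD1 agonist gamma-tri-DAP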
AID2073 = inhibitors of Mint1-CaV2.2 protein interaction, biochemical, HTRF (AID 2073) | HTRF protein-protein interaction, Mint1-CaV2.2; higher % means a stronger effect | inhibition, % at 20 µM; hits with a dose series show IC50 in µM | actives 0.19% (n = 290,000); in the data active = inhibition mostly above about 51%, no sharp cut-off; note: some results filed as inactive read as strong as hits
KOR beta-arrestin-2 = kappa opioid receptor blockers – cell-based, luminescence, uHTS (AID 1778) | KOR beta-arrestin recruitment, luminescence, antagonist mode; higher % means a stronger effect | one-dose inhibition, % at 10 µM; IC50 in µM for titrated hits | actives 0.091% (n = 290,000); note: strong numbers were not always called active
Dynein transport cytoplasmic EGFP = also measured in Dynein transport; calls as there; z-score; measured here: cytoplasmic GR-EGFP intensity; active compounds read high
Dynein transport nuclear GR-EGFP = further read-out of Dynein transport, marked with its call; z-score; measured here: nuclear GR-EGFP intensity;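 lower value marks the stronger effect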
Dynein transport cell count = also measured in Dynein transport; calls as there; z-score; measured here: cell count per field
Active calls of the source: *; [ ] = another dose, or the depositor's remark. Cut-off read from the data, not from the text of the source, unless noted: active = inhibition above about 50%; inactive = the rest.

Screening CCOc1ccc(CCNC(=O)c2cc(-c3ccccc3)c(N3CCOCC3)s2)cc1OCC returned HEK293 NOD2/NF-kB 24%, KOR beta-arrestin-1 3.9%, GPR55 activation 0.1%, NOD1 NF-kB reporter -34%, AID2073 -7% and KOR beta-arrestin-2 -24%.
Cc1cc(C(=O)N/N=C/c2cn[nH]c2-c2ccccc2)cs1 was read as Dynein transport -1.3, HEK293 NOD2/NF-kB 6%, KOR beta-arrestin-1 1.7%, P. falciparum M17LAP 6%, GPR55 activation -0.5%, P. falciparum M1AAP 0%, NOD1 NF-kB reporter -16%, AID2073 -5%, KOR beta-arrestin-2 0%, Dynein transport cytoplasmic EGFP -0.3, Dynein transport nuclear GR-EGFP -0.98 and Dynein transport cell count 1.2.
Screening Cc1ccc(/C=N/n2c(C)nnc2C)o1 returned Dynein transport -1.1, HEK293 NOD2/NF-kB 11%, KOR beta-arrestin-1 5.9%, P. falciparum M17LAP 6%, GPR55 activation -0.3%, P. falciparum M1AAP 8%, NOD1 NF-kB reporter -9%, AID2073 6%, KOR beta-arrestin-2 -5%, Dynein transport cytoplasmic EGFP -0.25, Dynein transport nuclear GR-EGFP -0.47 and Dynein transport cell count 1.1.
Screening S=C(c1ccc(-c2ccc(Cl)cc2Cl)o1)N1CCCCC1 returned Dynein transport -0.27, HEK293 NOD2/NF-kB -97%, KOR beta-arrestin-1 2.7%, P. falciparum M17LAP 5%, GPR55 activation -0.1%, P. falciparum M1AAP 12%, NOD1 NF-kB reporter -40%, AID2073 -22%, KOR beta-arrestin-2 -29%, Dynein transport cytoplasmic EGFP -0.18, Dynein transport nuclear GR-EGFP 0.34 and Dynein transport cell count 1.
Screening Cc1cc(NC(=O)c2cccc(COc3ccc(Br)cc3)c2)no1 returned Dynein transport -0.58, HEK293 NOD2/NF-kB -70%, KOR beta-arrestin-1 48%, P. falciparum M17LAP 6%, GPR55 activation -0.1%, P. falciparum M1AAP -6%, NOD1 NF-kB reporter -19%, AID2073 3%, KOR beta-arrestin-2 -49%, Dynein transport cytoplasmic EGFP -0.22, Dynein transport nuclear GR-EGFP -0.098 and Dynein transport cell count 0.39.
For N#Cc1nc(Cc2ccccc2)oc1N1CCN(c2ccccc2)CC1 the results were Dynein transport -1.6, HEK293 NOD2/NF-kB 8%, KOR beta-arrestin-1 -0.6%, P. falciparum M17LAP 10%, GPR55 activation -0.2%, P. falciparum M1AAP -3%, NOD1 NF-kB reporter -32%, AID2073 5%, KOR beta-arrestin-2 -10%, Dynein transport cytoplasmic EGFP -0.027, Dynein transport nuclear GR-EGFP -0.63 and Dynein transport cell count 0.49.
For O=C(CSc1nnc(CNC(=O)c2c(F)cccc2Cl)o1)Nc1ccc2c(c1)OCO2 the results were Dynein transport 1.4, HEK293 NOD2/NF-kB 1%, KOR beta-arrestin-1 -0.7%, P. falciparum M17LAP -1%, GPR55 activation 0.1%, P. falciparum M1AAP -3%, NOD1 NF-kB reporter -41%, AID2073 12%, KOR beta-arrestin-2 -10%, Dynein transport cytoplasmic EGFP -0.32, Dynein transport nuclear GR-EGFP 0.54 and Dynein transport cell count -0.9.
Screening O=C(Nc1ccc2c(c1)OCO2)c1ccc(N2C(=O)c3ccccc3C2=O)cc1 returned Dynein transport 1.2, HEK293 NOD2/NF-kB 12%, KOR beta-arrestin-1 2.9%, P. falciparum M17LAP 9%, GPR55 activation 2.2%, P. falciparum M1AAP -4%, NOD1 NF-kB reporter -5%, AID2073 6%, KOR beta-arrestin-2 6%, Dynein transport cytoplasmic EGFP -0.22, Dynein transport nuclear GR-EGFP 0.8 and Dynein transport cell count -0.99.
Screening CCCCn1c(=O)[nH]c(=O)c2c1nc(-c1cc(Br)ccc1OC)n2C returned HEK293 NOD2/NF-kB 11%, KOR beta-arrestin-1 -0.9%, GPR55 activation -0.1%, NOD1 NF-kB reporter 9%, AID2073 18% and KOR beta-arrestin-2 -56%.
For O=C(Nc1ccc(Cc2ccncc2)cc1)c1ccco1 the results were Dynein transport -2.2, HEK293 NOD2/NF-kB -41%, KOR beta-arrestin-1 2.9%, P. falciparum M17LAP 11%, GPR55 activation -0.2%, P. falciparum M1AAP 0%, NOD1 NF-kB reporter -39%, AID2073 -1%, KOR beta-arrestin-2 -9%, Dynein transport cytoplasmic EGFP 0.06, Dynein transport nuclear GR-EGFP -0.83 and Dynein transport cell count 1.6.
O=C(O)C1Nc2c(Cl)cc(Cl)cc2C2C=CCC12 (stereo not drawn) was read as HEK293 NOD2/NF-kB 7%, KOR beta-arrestin-1 5.4%, GPR55 activation -0.1%, NOD1 NF-kB reporter -2%, AID2073 52%* and KOR beta-arrestin-2 -18%.
For O=C(CSc1nnc(-c2cccnc2)n1-c1ccccc1)Nc1ccccc1 the results were Dynein transport -0.8, HEK293 NOD2/NF-kB 8%, KOR beta-arrestin-1 -0.1%, P. falciparum M17LAP 13%, GPR55 activation 0.4%, P. falciparum M1AAP -3%, NOD1 NF-kB reporter -24%, AID2073 3%, KOR beta-arrestin-2 29%, Dynein transport cytoplasmic EGFP -0.21, Dynein transport nuclear GR-EGFP -0.36 and Dynein transport cell count -0.45.
Screening CC(C)OC(=O)c1ccc(NC(=O)C2C3CC4OC(=O)C2C4C3)cc1 (stereo not drawn) returned Dynein transport -0.55, HEK293 NOD2/NF-kB 8%, KOR beta-arrestin-1 -5.9%, P. falciparum M17LAP 9%, GPR55 activation 0.7%, P. falciparum M1AAP -2%, NOD1 NF-kB reporter -18%, AID2073 6%, KOR beta-arrestin-2 -11%, Dynein transport cytoplasmic EGFP -0.26, Dynein transport nuclear GR-EGFP -0.33 and Dynein transport cell count -0.07.
`CN(C)S(=O)(=O)c1ccc(NC(=O)COC(=O)C2CC3CCCC(C2)C3=O)cc1` (stereo not drawn) gave Dynein transport 0.81, HEK293 NOD2/NF-kB -47%, KOR beta-arrestin-1 -2.2%, P. falciparum M17LAP 12%, GPR55 activation -0.4%, P. falciparum M1AAP 3%, NOD1 NF-kB reporter -29%, AID2073 6%, KOR beta-arrestin-2 2%, Dynein transport cytoplasmic EGFP -0.26, Dynein transport nuclear GR-EGFP -0.22 and Dynein transport cell count -0.29.
`Cc1ccc(-c2cc(N)n(-c3ccc(F)cc3)n2)cc1` gave Dynein transport 0.62, HEK293 NOD2/NF-kB -75%, KOR beta-arrestin-1 -1.9%, P. falciparum M17LAP 8%, GPR55 activation -0.1%, P. falciparum M1AAP 19%, NOD1 NF-kB reporter -50%, AID2073 -4%, KOR beta-arrestin-2 -20%[20 µM], Dynein transport cytoplasmic EGFP -0.35, Dynein transport nuclear GR-EGFP 0.97 and Dynein transport cell count 0.01.
CC1CCN(C(=O)NC(=O)c2ccccc2)CC1 was read as HEK293 NOD2/NF-kB 1%, KOR beta-arrestin-1 -4.8%, GPR55 activation 0.0%, NOD1 NF-kB reporter -22%, AID2073 5% and KOR beta-arrestin-2 18%.
Screening Cc1c(C(=O)O)oc2ccc(S(=O)(=O)NCc3ccc4c(c3)OCO4)cc12 returned Dynein transport 1.1, HEK293 NOD2/NF-kB 2%, KOR beta-arrestin-1 3.3%, P. falciparum M17LAP 1%, GPR55 activation 0.3%, P. falciparum M1AAP 1%, AID2073 8%, KOR beta-arrestin-2 -35%, Dynein transport cytoplasmic EGFP -0.26, Dynein transport nuclear GR-EGFP 1 and Dynein transport cell count -1.4.
Screening C=C(Br)Cn1c(CC(C)C)nc2ccccc21 returned Dynein transport -0.38, HEK293 NOD2/NF-kB -11%, KOR beta-arrestin-1 -6.3%, P. falciparum M17LAP 11%, GPR55 activation -0.2%, P. falciparum M1AAP 3%, NOD1 NF-kB reporter -3%, AID2073 0%, KOR beta-arrestin-2 23%, Dynein transport cytoplasmic EGFP -0.012, Dynein transport nuclear GR-EGFP 0.23 and Dynein transport cell count 0.054.
Screening COC(=O)c1sccc1-c1ccc(C(=O)Nc2cccc(Cl)c2)o1 returned Dynein transport 0.25, HEK293 NOD2/NF-kB -115%, KOR beta-arrestin-1 2.5%, P. falciparum M17LAP 2%, GPR55 activation 0.1%, P. falciparum M1AAP 9%, NOD1 NF-kB reporter -20%, AID2073 11%, KOR beta-arrestin-2 -32%, Dynein transport cytoplasmic EGFP -0.21, Dynein transport nuclear GR-EGFP -0.55 and Dynein transport cell count -0.12.
For Cc1cccc(C(=O)O/N=C(\N)Cc2cccc3ccccc23)c1 the results were HEK293 NOD2/NF-kB -6%, KOR beta-arrestin-1 4.7%, GPR55 activation -0.2%, NOD1 NF-kB reporter -24%, AID2073 -4% and KOR beta-arrestin-2 -9%.
`Cc1cc(Cl)ccc1OCC(=O)NN1C(=O)C2C3C=CC(C3)C2C1=O` (stereo not drawn) gave Dynein transport 0.093, HEK293 NOD2/NF-kB -7%, KOR beta-arrestin-1 1.1%, P. falciparum M17LAP 21%, GPR55 activation 0.4%, P. falciparum M1AAP 5%, NOD1 NF-kB reporter 11%, AID2073 -13%, KOR beta-arrestin-2 -2%, Dynein transport cytoplasmic EGFP -0.099, Dynein transport nuclear GR-EGFP -0.053 and Dynein transport cell count -0.12.

Ordered by molecular weight (low to high): some entries from above.
Screening Cc1ccc(/C=N/n2c(C)nnc2C)o1 returned Dynein transport -1.1, HEK293 NOD2/NF-kB 11%, KOR beta-arrestin-1 5.9%, P. falciparum M17LAP 6%, GPR55 activation -0.3%, P. falciparum M1AAP 8%, NOD1 NF-kB reporter -9%, AID2073 6%, KOR beta-arrestin-2 -5%, Dynein transport cytoplasmic EGFP -0.25, Dynein transport nuclear GR-EGFP -0.47 and Dynein transport cell count 1.1.
Screening CC(C)OC(=O)c1ccc(NC(=O)C2C3CC4OC(=O)C2C4C3)cc1 (stereo not drawn) returned Dynein transport -0.55, HEK293 NOD2/NF-kB 8%, KOR beta-arrestin-1 -5.9%, P. falciparum M17LAP 9%, GPR55 activation 0.7%, P. falciparum M1AAP -2%, NOD1 NF-kB reporter -18%, AID2073 6%, KOR beta-arrestin-2 -11%, Dynein transport cytoplasmic EGFP -0.26, Dynein transport nuclear GR-EGFP -0.33 and Dynein transport cell count -0.07.
Screening O=C(Nc1ccc2c(c1)OCO2)c1ccc(N2C(=O)c3ccccc3C2=O)cc1 returned Dynein transport 1.2, HEK293 NOD2/NF-kB 12%, KOR beta-arrestin-1 2.9%, P. falciparum M17LAP 9%, GPR55 activation 2.2%, P. falciparum M1AAP -4%, NOD1 NF-kB reporter -5%, AID2073 6%, KOR beta-arrestin-2 6%, Dynein transport cytoplasmic EGFP -0.22, Dynein transport nuclear GR-EGFP 0.8 and Dynein transport cell count -0.99.

Not all compounds are listed; rates above refer to the full screens.
